Runt-CBFb FRET: blocks binding of human RUNX1 Runt domain to CBFb | Q01196+Q13951 | Cerulean-Runt/Venus-CBFb FRET ratio 530/480, 1 h | inhibition, % at 20 µM | actives 0.46% (n = 220,000) | AID 1496;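 active means inhibition over about 50% at 20 µM in the single-dose screen, limit read from the data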;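 further: 0% = DMSO wells and 100% = excess unlabeled CBFb competitor control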
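Schedule: protein complex preformed 1 h, compound exposure 1 h, room temperature, dark; test system: Cerulean-labeled Runt domain protein; amount: 100 nM per protein; buffer or medium: Tris 50 mM pH 7.5, KCl, K2SO4, 0.01% BSA; read-out: loss of energy transfer signal; detection: FRET fluorescence; controls: 5 µM unlabeled CBFb as full-inhibition high control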
Calpain2 inh: inhibitors of pig calpain II | actives 0.37% (n = 220,000) | inhibition, % at 16 µM | purified calpain II, fluorogenic peptide substrate, 30 min | AID 1236;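 active means inhibition above about 50%, limit read from the data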
NCF1 inh: inhibitors of human p47phox binding | actives 0.53% (n = 220,000) | inhibition, % at 24.7 µM | p47phox/p22phox peptide binding, fluorescence polarization, 2 h;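 active means inhibition above about 30%, limit read from the data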;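 further: 0% = p47phox with labelled peptide and 100% = labelled peptide alone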
Furin inhibitor: blocks human furin protease activity; P09958; purified furin, fluorogenic substrate cleavage; inhibition, % at 30 µM; actives 0.061% (n = 220,000); AID 463115; in the data active means inhibition above about 25%; further: inactives centre near -15
Target sequence (P09958 108-714 limits assumed): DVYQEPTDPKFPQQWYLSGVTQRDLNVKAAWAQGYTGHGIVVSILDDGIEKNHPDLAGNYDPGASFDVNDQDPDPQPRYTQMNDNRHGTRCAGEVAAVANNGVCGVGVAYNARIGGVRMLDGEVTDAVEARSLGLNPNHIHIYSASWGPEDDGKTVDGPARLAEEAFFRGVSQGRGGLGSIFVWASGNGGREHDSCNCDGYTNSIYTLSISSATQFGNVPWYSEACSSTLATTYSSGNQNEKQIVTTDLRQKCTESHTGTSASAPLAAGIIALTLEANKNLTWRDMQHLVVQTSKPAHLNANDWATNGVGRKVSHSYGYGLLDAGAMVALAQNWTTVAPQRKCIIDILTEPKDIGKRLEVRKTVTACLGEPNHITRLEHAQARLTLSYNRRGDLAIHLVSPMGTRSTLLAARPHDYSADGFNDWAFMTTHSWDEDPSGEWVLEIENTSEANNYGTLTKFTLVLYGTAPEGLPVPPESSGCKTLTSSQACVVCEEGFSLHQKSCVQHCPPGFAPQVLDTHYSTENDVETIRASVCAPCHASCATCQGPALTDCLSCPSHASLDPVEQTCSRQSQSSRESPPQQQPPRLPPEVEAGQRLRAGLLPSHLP
p97 ATPase inh: inhibitors of human p97 ATPase; actives 0.42% (n = 220,000); recombinant p97 ATPase, Kinase-Glo ATP luminescence, 3 h; inhibition, % at 8 µM; AID 1481; in the data active means inhibition above about 15%;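 further: 0% = DMSO vehicle and 100% = wells lacking enzyme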
RBBP9 inh: blocks human serine hydrolase RBBP9; recombinant RBBP9, FP-Rh probe fluorescence polarization; inhibition, % at 7.94 µM; actives 0.2% (n = 220,000);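 active means inhibition above the campaign mean of all tested compounds plus 3 SD, cut at about 14% in these data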;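 further: plate controls were DMSO wells with RBBP9 for no effect and wells lacking RBBP9 protein for full effect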
Target sequence (O75884 whole entry, looked up): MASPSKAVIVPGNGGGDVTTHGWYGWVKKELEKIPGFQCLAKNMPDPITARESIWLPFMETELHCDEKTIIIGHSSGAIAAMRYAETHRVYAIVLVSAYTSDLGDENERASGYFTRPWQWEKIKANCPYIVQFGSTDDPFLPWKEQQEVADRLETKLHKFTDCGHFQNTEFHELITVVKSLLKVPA
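Material: RBBP9 protein. Amount: RBBP9 at 2.5 µM in dispensed solution, before mixing. Schedule: 30 min then 45 min, 25 °C. Medium: Tris buffer pH 8.0, NaCl, Pluronic. Measured by: fluorescence polarization. Measure: percent inhibition from mP, scaled between DMSO and no-protein wells. Replication: one well per compound.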
TbHK1 inh: T. brucei hexokinase 1 inhibition; actives 0.11% (n = 220,000); recombinant TbHK1, G6PDH-coupled NADH A340; inhibition, % at 10 µM;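 active means inhibition of 50% or more in the single-dose primary screen; inactive means inhibition below 50%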
Runt-SMMHC FRET: blocks binding of human RUNX1 Runt domain to CBFb-SMMHC | Q01196+Q13951 | Cerulean-Runt/Venus-CBFb-SMMHC FRET ratio 530/480, 1 h | inhibition, % at 20 µM | actives 0.74% (n = 220,000) | AID 1434;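 active means mean inhibition across duplicate retests at 20 µM reaching about 50%, limit read from the data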;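 further: 0% = DMSO wells and 100% = wells with excess untagged CBFb-SMMHC; inhibitors lower the FRET ratio by blocking Runt binding to CBFb-SMMHC; some results filed as inactive read as strong as hits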
EBV gp42 inh: inhibitors of Epstein-Barr virus glycoprotein 42. Q1HVG2. Fluorescence polarization binding assay, mP read-out. inhibition, % (tested at 21.74 µM). actives 0.42% (n = 220,000). AID 1085; in the data active means inhibition above about 50%
Target sequence (Q1HVG2 whole entry, looked up): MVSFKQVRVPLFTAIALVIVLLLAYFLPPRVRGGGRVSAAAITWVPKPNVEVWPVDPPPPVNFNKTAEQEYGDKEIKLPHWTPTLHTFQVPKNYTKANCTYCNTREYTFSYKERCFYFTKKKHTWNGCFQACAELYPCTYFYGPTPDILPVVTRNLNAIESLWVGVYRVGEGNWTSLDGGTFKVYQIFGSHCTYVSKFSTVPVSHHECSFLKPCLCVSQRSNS
Numbers without * were called inactive; . = no result given; [ ] = dose if it differs, or a comment.

SMILES	Runt-CBFb FRET	Calpain2 inh	NCF1 inh	Furin inhibitor	p97 ATPase inh	RBBP9 inh	TbHK1 inh	Runt-SMMHC FRET	EBV gp42 inh
COc1ccccc1NS(=O)(=O)c1cccc(C(=O)NCc2ccco2)c1	-2	-20	-1	-14	1	0	-4	-2	9
O=C(Oc1nsnc1N1CCOCC1)N1CCCC1	.	.	.	-22[20 µM]	5	-5	-4	.	.
CC(C)CCNC(=O)NC(=O)Cn1cc(C(F)(F)F)ccc1=O	0	16	-16	-6[20 µM]	1	1	2	0	-25
Cc1ccc(-n2c(SCc3cc(=O)n4ccsc4n3)nnc2-c2cccnc2)c(C)c1	-3	-59	-16	-16	4	-4	-5	0	-17
CCOC(=O)c1sc(-c2ccc(OC)cc2)cc1N	2	-47	-14	-19[20 µM]	-1	-4	1	-3	1
COc1ccc(C2=NC(c3ccccc3)CO2)cc1 (centres undefined)	-3	-18	-1	-8	5	-1	-2	-3	-13
O=C(Nc1ccc2oc(-c3cccnc3)nc2c1)c1ccco1	.	-427	-9	-6[20 µM]	1	-10	-9	-5	-20
COC(=O)C(CCSC)NC(=O)CNC(=O)C1CCCCC1 (centres undefined)	1	-14	-10	-11	-1	-5	-4	3	-12
O=C(Nc1cccc(S(=O)(=O)c2cccc(NC(=O)C3CC3)c2)c1)C1CC1	0	13	-1	-5[20 µM]	9	-7	-1	2	-24
CCC(C)NC(=O)CCn1c(-c2ccc(F)cc2)cc(C(C)=O)c1C (centres undefined)	0	-14	-8	-23	-1	-1	-1	0	-12
COc1cccc(-n2nc(C(N)=O)c(O)cc2=O)c1	1	-19	4	-16	8	6	-4	3	-15
CCC(c1nnc(SCCNCCO)n1CCN1CCOCC1)N(C)C (centres undefined)	-4	-6	0	-28	4	-7	4	0	-12
Cc1csc(CN(C)C(=O)CC2C(=O)NCCN2Cc2ccc(-c3ccccc3)cc2)n1 (centres undefined)	.	-51	-3	-25	-2	-5	-8	.	-11
CCc1ccc(N(C(C)=O)C2C=CS(=O)(=O)C2)cc1 (centres undefined)	0	-28	-15	-11[20 µM]	6	-9	-1	0	-23
CCc1nnc(NC(=O)CSc2ccc(-c3nc4ccccc4[nH]3)cn2)s1	-4	-4	-21	-16[20 µM]	0	-7	-6	0	6
O=C(NCc1ccco1)c1nn2cccnc2c1Cl	1	28	-7	-6	2	8	7	2	-8
CN(C)/C=C(\C#N)C(=O)N/N=C(\CC(=O)C(F)(F)F)c1ccco1	11	30	-19	-12	3	9	-13	-14	-13
CC1CCN(c2nc3ccccc3nc2N2CCC(C)CC2)CC1	0	-23	-5	-13[20 µM]	1	-9	-8	2	-6
O=C(O)CCNS(=O)(=O)c1ccc2ccccc2c1	-1	4	-8	11[20 µM]	4	-9	-1	2	-12
CN(C)c1oc(-c2ccco2)nc1C#N	-2	-286	-12	-37	0	1	-2	5	-5
COc1ccc(C(=O)NNc2cc(C)nc(NNC(=O)c3ccc(OC)cc3)n2)cc1	1	-5	6	-31	8	5	-5	-4	-22
Cc1ccc(C2(C)NC(=O)N(CC(=O)Nc3cc(C)on3)C2=O)cc1 (centres undefined)	.	6	5	-10[20 µM]	1	-1	0	0	-16
COc1ccc(/C=N/NC(=O)CC(=O)NC2CCCCC2)cc1	-1	23	1	-19	2	1	-4	-4	-4
Cc1cc(C)nc(SCc2ccc(C(=O)N/N=C3\CCCC(=O)C3)cc2)n1	5	-24	-1	-2	1	1	-11	0	-5

Copied from the results shown (3 entries):
SMILES	Runt-CBFb FRET	Calpain2 inh	NCF1 inh	Furin inhibitor	p97 ATPase inh	RBBP9 inh	TbHK1 inh	Runt-SMMHC FRET	EBV gp42 inh
CCc1nnc(NC(=O)CSc2ccc(-c3nc4ccccc4[nH]3)cn2)s1	-4	-4	-21	-16[20 µM]	0	-7	-6	0	6
O=C(NCc1ccco1)c1nn2cccnc2c1Cl	1	28	-7	-6	2	8	7	2	-8
CN(C)/C=C(\C#N)C(=O)N/N=C(\CC(=O)C(F)(F)F)c1ccco1	11	30	-19	-12	3	9	-13	-14	-13

The listing continues:
SMILES	Runt-CBFb FRET	Calpain2 inh	NCF1 inh	Furin inhibitor	p97 ATPase inh	RBBP9 inh	TbHK1 inh	Runt-SMMHC FRET	EBV gp42 inh
O=C(NNC(=S)NC1CCCCC1)c1ccc(Cl)s1	0	33	-4	-12	-4	-4	-20	5	2
O=C(CN1CCN(c2ccccc2)CC1)Nc1ccccc1Sc1ccccc1	-5	12	-25	-18	-3	1	3	-2	-9
Cn1c(N)c(C(=O)Nc2c(Cl)cccc2Cl)sc1=S	2	26	-9	-4	1	-9	-52	-2	-3
O=Cc1ccc(OCC(=O)Nc2ccccc2-c2ccccc2)cc1	-2	-34	-1	-26	2	3	5	-3	-27
COc1ccc(-n2c(SCC#N)nc3ccccc3c2=O)cc1	-1	-11	-6	-30[20 µM]	5	-6	-3	7	-7
COc1cccc2cccc(/C=N/n3cnnc3)c12	-1	-254	-5	-7	0	-2	-17	-4	-1
CCOC(=O)C1(c2ccccc2)NC(c2ccccc2C)C2C(=O)N(c3ccc4c(c3)OCO4)C(=O)C21 (centres undefined)	-1	-37	-16	-11[20 µM]	6	-1	-7	-3	-1
CCOc1ccc2c(c1)nc(SCC(=O)c1cccs1)n2C	6	-34	-4	-24[20 µM]	0	2	2	4	-8
CCc1ccccc1Nc1nc(N)nc(CSc2nnnn2C)n1	0	1	2	-38	4	3	4	2	-12
O=C(COC(=O)C1CCCCC1)Nc1ccc([N+](=O)[O-])cc1	1	42	10	-21	-1	1	-12	3	-7
Cn1cnnc1SCC(=O)Nc1ccc(Br)cc1F	2	-11	-7	-9[20 µM]	4	1	-1	-3	2
COc1nc(N/N=C/c2cc3c(cc2Br)OCO3)nc(N2CCOCC2)n1	1	-10	-20	-14[20 µM]	4	4	-36	4	-8
O=C(Oc1nsnc1N1CCOCC1)N1CCCCC1	.	.	.	16[20 µM]	4	-8	-8	.	.
CCOP(=O)(OCC)C(NC(=O)Nc1ccc(Cl)c(Cl)c1)c1ccccc1 (centres undefined)	1	20	-16	-4	-8	-19	-2	3	15
COc1ccc(-c2nnn(CC(=O)Nc3sc4c(c3C#N)CCCC4)n2)cc1	2	16	-6	-18	2	-9	-7	1	6
O=C(CCC1CCCCC1)Nc1ccc(S(=O)(=O)Nc2nccs2)cc1	-4	6	-6	-18[20 µM]	0	-2	-5	6	12
Cc1nnc(SCC(=O)Nc2ncc3c(n2)CC(C)(C)CC3=O)s1	3	-7	-3	-8[20 µM]	-3	-3	0	0	-14
O=C(Cn1nnc(-c2ccccc2)n1)NCc1cccs1	3	6	-12	-22	2	-5	3	2	-13
O=C(Cn1cnc(Cl)c1Cl)c1ccccc1	-1	11	-12	-3	-9	-7	8	-2	0
CC1(c2nnc(-c3ccc(F)cc3)o2)CC(c2ccc([N+](=O)[O-])cc2)=NO1 (centres undefined)	1	9	-9	-27	.	.	-11	2	-6
O=C(CSc1ncn[nH]1)Nc1ccccc1-c1ccccc1	0	23	2	-20[20 µM]	2	-9	1	2	-2
COCC(=O)NC(C)c1nc2ccccc2[nH]1 (centres undefined)	0	7	-10	-22	4	-2	3	-1	9
O=C(Nc1ccccn1)c1ccc([N+](=O)[O-])o1	2	-27	-9	-16	7	0	5	0	-9
C=CCn1c(=S)[nH]c2scc(-c3cccs3)c2c1=O	3	-4	-7	-17	3	3	-4	22	-14
O=C(CSc1nc(-c2ccc(F)cc2)cs1)NCCN1C(=O)CSC1=O	-2	19	-4	-15	2	4	-2	-3	-5
O=C(NCCCCCCCCCNC(=O)C(F)(F)F)C(F)(F)F	-1	-9	-2	4[20 µM]	2	-1	7	5	-16
O=C(Nn1c(C2CCCCC2)nc2ccccc2c1=O)c1ccc([N+](=O)[O-])cc1Cl	-2	-39	-5	-14	2	4	15	-2	-13
Cc1nn(CCC(=O)NNC(=S)Nc2ccccc2)c(C)c1Br	4	21	1	-12	-4	-8	-1	3	-2
Cc1ccc(/C=N/NC(=O)CSc2nc3ccccc3o2)cc1	-1	1	3	-25	8	-3	2	0	-9
CCCC(C(=O)NC1CCCCC1)N(Cc1ccco1)C(=O)CNS(=O)(=O)c1ccccc1 (centres undefined)	-2	-7	-6	-6[20 µM]	-5	-7	-12	1	-14
CCOC(=O)N1CCC(Nc2c(-c3ccc(C)c(C)c3)c(=O)c2=O)CC1	0	6	-6	-13	-1	-1	-32	-4	-12
COc1ccc(CN2CCN(c3ccccn3)CC2)cc1OCc1ccccc1	0	-13	-5	-17	-9	-9	-7	1	-17
Cc1cccc(CS(=O)(=O)Cc2ccc(C(=O)NCCCN3CCOCC3)o2)c1	-1	3	7	-26	-5	-2	-8	3	-25
COc1ccc(N2CCN(C3=CC(=O)N(c4cccc(Cl)c4)C3=O)CC2)cc1	-11	-2	0	-30	3	-5	-4	-3	5
CCOc1ccc(NC(=O)CSc2nc3ccccc3c(=O)n2Cc2cccs2)cc1	-2	31	3	-19	-6	-13	0	0	16
C/C(=N\Nc1nc2ccccc2[nH]1)c1ccc2c(c1)OCO2	-1	41	-26	-12	-1	2	-25	4	8
CC(=O)Cc1nsc(Nc2ccc3c(c2)OCCO3)n1	0	26	5	-29	4	-12	-5	1	-10
N#Cc1ccccc1CSc1nc2ccc(NC(=O)c3ccccc3C(=O)O)cc2s1	1	-60	-10	-20	10	-7	-4	-5	5
C(=C\c1ccccc1)/CSc1ccccn1	0	32	1	-18	0	-9	-2	-3	-1
CCOC(=O)N1CCC(NC(=O)CCc2nc(-c3ccc(C)cc3)no2)CC1	-1	19	9	0[20 µM]	0	-4	-4	-3	-1
CCC1Oc2ccc(C)cc2N(CC(=O)NCC2COc3ccccc3O2)C1=O (centres undefined)	0	-8	-9	-17	1	-8	0	-2	-7
N#C/C(=C\c1cccs1)C(=O)NCc1ccco1	0	10	-2	-3	4	-2	-24	2	1
CCOC(=O)C1=C(O)/C(=C/c2ccc(OCC(=O)O)c(OC)c2)SC1=Nc1ccc(OCC)cc1	-9	-83	-43	1	-5	-4	7	-16	5
COCCNC(=O)/C(C#N)=C/c1cccc(NC(=O)c2ccccc2Cl)c1	1	-18	-4	-13	3	-4	-7	-1	1
O=C(CSc1ccc(Cl)cc1)Nc1cc(-c2nc3ncccc3o2)ccc1Cl	-1	-51	-4	-9	8	-4	4	0	-19
CCOCCCNC(=O)C(NC(=O)c1ccc2c(c1)OCO2)c1ccc(OC)cc1 (centres undefined)	-2	12	-4	-20	-4	-10	1	-2	-13
CCOc1ccc2[nH]c(=O)c(CN(CCCN3CCOCC3)Cc3nnnn3Cc3ccc(OC)cc3)cc2c1	-2	-97	-7	-12	-2	2	-16	-6	-6
CCCCC(=NCCc1c(C)[nH]c2ccc(OC)cc12)C1=C(O)CC(c2ccccc2)CC1=O (centres undefined)	2	-8	-8	-25	4	-5	-2	3	0
COC(=O)c1sc(NC(=O)CSc2nnc(Cn3nnc4ccccc43)n2C)nc1C	4	-2	-1	-14	5	-3	-3	2	-17
Cc1ccccc1Nc1c(-c2ccc(N3CCOCC3)cc2)nc2cnccn12	-2	-24	-12	-7	3	-1	-31	0	-4
CC(=O)COc1ccc2c(C)c(C)c(=O)oc2c1	2	-318	-4	-31[20 µM]	2	-4	-16	4	-12
